DNMT1 inh: blocks human DNA methyltransferase DNMT1; DNMT1 molecular beacon, Hinp1I cleavage, fluorescence; inhibition (reported as % activation of signal), % at 10 µM; 0.83% of 360,000 active; in the data active = inhibition above about 50%
Neddyl block: blocks human cullin neddylation; TR-FRET cullin neddylation, biochemical; 0.58% of 360,000 active; calls only at 25 µM; P61081+Q13564; in the data active = inhibition above about 36%
Target sequence (P61081 whole entry, looked up): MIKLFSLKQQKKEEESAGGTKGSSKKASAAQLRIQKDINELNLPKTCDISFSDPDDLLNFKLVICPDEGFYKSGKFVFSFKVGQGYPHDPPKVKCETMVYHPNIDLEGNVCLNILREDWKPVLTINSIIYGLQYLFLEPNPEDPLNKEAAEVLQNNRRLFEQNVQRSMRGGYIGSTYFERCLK
Target sequence (Q13564 whole entry, looked up): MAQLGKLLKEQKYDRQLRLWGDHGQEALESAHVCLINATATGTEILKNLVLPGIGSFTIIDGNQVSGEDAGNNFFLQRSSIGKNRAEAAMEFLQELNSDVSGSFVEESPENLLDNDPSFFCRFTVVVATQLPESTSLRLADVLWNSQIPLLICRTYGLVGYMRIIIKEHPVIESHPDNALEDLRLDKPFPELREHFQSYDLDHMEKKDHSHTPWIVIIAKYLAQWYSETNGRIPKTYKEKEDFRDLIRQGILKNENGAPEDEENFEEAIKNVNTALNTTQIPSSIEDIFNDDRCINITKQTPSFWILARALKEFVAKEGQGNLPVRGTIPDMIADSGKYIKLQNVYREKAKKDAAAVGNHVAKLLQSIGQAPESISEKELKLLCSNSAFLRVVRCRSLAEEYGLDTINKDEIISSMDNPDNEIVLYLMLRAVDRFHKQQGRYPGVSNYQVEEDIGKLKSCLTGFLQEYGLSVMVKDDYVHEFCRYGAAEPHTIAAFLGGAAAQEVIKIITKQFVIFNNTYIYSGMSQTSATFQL
NRP1-CendR mod: alters CendR peptide binding to human NRP-1 | O14786 | FAM-RPARPAR peptide binding to NRP-1, fluorescence polarization | inhibition, % at 25 µM | 0.85% of 360,000 active | AID 602438;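 active = inhibition or corrected inhibition above about 18%, plus a signal ratio from 0.5 to 1.5, limit read from the data, passing the limit was not always enough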; note: strong numbers were not always called active
SUMO1 PPI mod: modulators of human SUMO1-mediated protein-protein interactions; P63165; AID 602429; SUMO1 binding to a labelled peptide, TR-FRET, 1 h; 0.33% of 360,000 active; inhibition, % at 20 µM; in the data active = inhibition above about 37%
NadD inh: blocks S. aureus nicotinate mononucleotide adenylyltransferase | purified NadD enzyme, colorimetric absorbance read-out | inhibition, % at 20 µM | 0.78% of 360,000 active | AID 602399; in the data active = inhibition above about 26%; note: some compounds past the cut are filed as inactive
Tb MetRS inh: Trypanosoma brucei MetRS inhibition. purified T. brucei MetRS, ATP depletion, Kinase-Glo luminescence. inhibition, % at 11.9 µM. 0.4% of 360,000 active. AID 624268;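 active = inhibition above a per-plate cutoff of the control wells' mean inhibition plus 3 SD, cut at about 5.5% in these data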;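 note: 0% = DMSO wells median and 100% = median of wells with control inhibitor compound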
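System: purified T. brucei MetRS enzyme / Detection: Kinase-Glo luciferase luminescence reporting remaining unconsumed ATP / Medium: HEPES buffer with MgCl2, KCl, DTT, spermine, BSA, pyrophosphatase / Replication: singlicate, one well per compound / Evaluation: percent inhibition relative to median high and low control wells / Schedule: 2 h aminoacylation at 25 °C after 15 min preincubation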
Scp-1 inhibitor: Scp-1 (human) phosphatase inhibition. Q9GZU7. AID 493091. inhibition, % at 20 µM. Recombinant Scp1, phosphopeptide, malachite green phosphate absorbance. 0.88% of 340,000 active;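 active = inhibition above about 50% at 20 µM, limit read from the data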;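 note: plate controls were DMSO wells with enzyme for no effect and wells lacking enzyme for full effect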
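Assay system: SCP-1 catalytic fragment, aa 76-261 | Buffer or medium: Tris acetate buffer pH 5.5 with MgCl2 and Tween-20 | Compound: One concentration, 20 µM, with 1.0% DMSO | Also added: Phospho 17-mer peptide substrate | Signal: Absorbance at 630 nm | Incubation: 45 min enzyme reaction at room temperature | Measure: % inhibition of SCP-1 phosphate liberation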
SKN-1 block: blocks SKN-1 activity in C. elegans; C. elegans VP596 Pgst-4::GFP/RFP ratio, acrylamide-induced, 24 h; inhibition, % at 21.8 µM; 0.49% of 360,000 active; AID 624304;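 active = interference check ratio from 0.5 to 1.5 plus GFP to RFP signal ratio inhibition reaching or exceeding a fixed threshold, cut at about 30% in these data, passing the limit was not always enough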; note: some compounds called inactive have numbers as strong as hits
LMPTP block: blocks human LMPTP phosphatase; inhibition, % at 20 µM; 0.22% of 360,000 active; P24666; recombinant LMPTP-A, OMFP fluorogenic substrate, fluorescence intensity;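 active = compounds that cut the enzyme signal by at least half of the control window in the single-dose screen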;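 note: plate controls were DMSO wells with enzyme plus substrate for no effect and substrate without enzyme for full effect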
Target sequence (P24666 whole entry, looked up): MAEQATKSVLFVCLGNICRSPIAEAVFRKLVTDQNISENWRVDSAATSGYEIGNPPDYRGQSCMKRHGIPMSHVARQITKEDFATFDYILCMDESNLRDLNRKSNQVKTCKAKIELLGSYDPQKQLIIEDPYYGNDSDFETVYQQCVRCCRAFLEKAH
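Test system: LMPTP-A, protein tyrosine phosphatase of low molecular weight; Input: 0.625 nM enzyme; Incubation: 50 min dark incubation at room temperature; Signal: endpoint fluorescence intensity from OMFP dephosphorylation; Read-out basis: % inhibition versus control wells.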
STEP inh: inhibitors of human striatal-enriched phosphatase STEP; P54829; recombinant STEP, OMFP fluorogenic substrate, fluorescence; inhibition, % at 20 µM; 0.25% of 360,000 active;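 active = inhibition at 20 µM, scaled per plate between control wells, above about 37%, limit read from the data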;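 note: 0% = DMSO with enzyme and substrate and 100% = substrate only without enzyme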
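Material: STEP (striatal-enriched tyrosine phosphatase) enzyme, cell-free; Compound dosing: 20 µM single dose in 1% DMSO; Technique: fluorescence read at 480 nm ex / 540 nm em; Times: reaction 20 min, ambient temperature; Medium: 50 mM Bis-Tris pH 6.0 with 2.5 mM DTT and 0.005% Tween 20; Also added: OMFP at 25 µM.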
Numbers without * were called inactive; i = inactive; . = not tested or not shown.

nr	canonical_smiles	DNMT1 inh	Neddyl block	NRP1-CendR mod	SUMO1 PPI mod	NadD inh	Tb MetRS inh	Scp-1 inhibitor	SKN-1 block	LMPTP block	STEP inh
1	COc1ccccc1/C=C\C=N\n1c(C2CCCCC2)n[nH]c1=S	-5	i	-5	-8	8	0.0	-11	-1	3.1	1
2	Cc1c(S(=O)(=O)c2ccccn2)c(N)n(Cc2ccccc2Cl)c1C	-8	i	-61	-6	4	-0.3	-4	16	0.0	-1
3	CCOC(=O)C1CCN(S(=O)(=O)c2ccc3c(c2)N(C(C)=O)CC(C)S3)CC1 (centres undefined)	-2	i	2	-3	2	-0.7	-2	9	-1.0	-2
4	Cc1nn(-c2ccccc2)c(N2CCCC2)c1/C=N/NC(=S)Nc1ccccc1F	0	i	9	4	2	-0.3	-4	-3	1.1	1
5	COc1ccc(Cl)cc1NC(=O)COC(=O)c1ccc(Br)o1	-6	i	10	3	-11	-0.3	-18	7	0.0	-1
6	Cc1ccc(/C=N/n2c(-c3cccs3)n[nH]c2=S)cc1	2	i	8	-5	3	-0.2	12	30	1.8	-1
7	O=C(Cc1ccccc1)N/N=C/c1ccccc1Cl	-3	i	8	-5	-1	-0.7	-9	13	-1.6	-4
8	COc1ccc([C@H]2[C@H](C(=O)OC(C)(C)C)N3N=Cc4ccccc4C3C23C(=O)c2ccccc2C3=O)c(OC)c1 (some centres undefined)	-12	i	-1	-18	5	-0.1	-10	11	2.9	2
9	CCCS(=O)(=O)N1CCC(C(=O)NCCN(CC)c2ccccc2)CC1	0	i	-4	1	10	0.1	14	7	-3.6	0
10	O=C(c1ccccc1F)c1cc2c(cc1[N+](=O)[O-])OCCO2	-9	i	10	-28	-2	0.3	-8	-4	-1.9	1
11	N#CCNC(=O)c1cccn1-c1ncc(C(F)(F)F)cc1Cl	0	i	9	1	-3	-0.5	-2	8	-0.4	-1
12	COc1ccc(NC(=O)N[C@@H](CCSC)C(=O)O)cc1OC	0	i	-6	-4	1	0.7	-7	-4	-0.1	-3
13	COc1ccc(/C=N/N=C2/SCC(=O)N2Cc2ccccc2)cc1	-1	i	-2	-5	-4	-0.2	-10	-10	1.0	1
14	C[C@@]12C(=O)Nc3cc(F)ccc3C(=O)N1[C@H]1c3cc(Br)ccc3OC[C@@H]1[C@@H]2c1ccccc1	-4	i	7	-2	12	-0.2	-6	12	2.1	1
15	CCc1noc(C)c1C(=O)N(C)CC(=O)Nc1ccc(F)c(F)c1F	0	i	15	3	1	-0.2	-5	-3	0.4	-2
16	O=C(NC1CCCc2ccccc21)c1ccc2c(c1)OCO2 (centres undefined)	-2	i	-15	0	-8	-1.1	-5	-4	-1.1	-2
17	FC(F)(F)COc1ccc(-c2nnc(SCc3ccccc3)o2)cn1	2	i	-2	0	5	-0.3	-14	-16	-1.0	2
18	Cc1noc(C)c1CN(C(=S)NC(C)C)c1ccccc1	-5	i	-14	-1	3	0.2	-6	9	-0.5	-1
19	CCCN(CCC)CCCNC(=O)c1cc2cc3ccc(OC)cc3nc2o1	14	i	13	-17	-9	0.1	-13	18	1.6	-1
20	Cc1cccc(C(=O)NNC(=O)c2ccco2)c1	1	i	-2	1	0	-0.2	1	16	-2.9	3
21	CC(=O)Nc1cc(-c2cccc(C(=O)N(C)C)c2)cn2c(-c3ccccc3)cnc12	-6	i	-18	-17	9	0.3	.	7	0.9	0
22	CCOC(=O)C1CCN(C(=O)Nc2ccc(OC(F)(F)F)cc2)CC1	0	i	-7	28	-3	-0.8	-1	3	0.1	-2
23	COc1cc(OC)cc(C(=O)OCC(=O)NC2CCCCCCC2)c1	3	i	-1	2	-5	-0.3	.	1	-0.8	-1
24	CN(c1ccccc1)S(=O)(=O)c1nnc(NC(=O)COc2ccccc2)s1	11	i	-15	8	12	1.0	8	18	0.1	-1
25	CN(C)CCCNc1oc(-c2cccc(Cl)c2)nc1C#N	2	.	16	-5	-10	-0.6	-6	17	-3.4	0
26	CCc1ccc(C(=O)NC(=S)NCc2cccnc2)cc1	0	i	2	-1	0	-0.3	-5	16	3.1	-1
27	COC(=O)c1sccc1NC(=O)CC1C(=O)NCCN1C(=O)Nc1ccc(OCc2ccccc2)cc1 (centres undefined)	-11	i	0	4	-19	-0.6	-15	-5	0.5	-1
28	CCNC(=O)CSc1nc(-c2ccccc2)cs1	2	i	4	-3	-1	-0.3	-5	4	0.7	1
29	O=C(CCC1COc2ccccc2O1)Nc1ncccc1O (centres undefined)	-2	i	-4	-3	3	-0.2	5	12	-2.7	-1
30	Cc1ccccc1CN(C)CC(=O)Nc1ccccc1-c1ccccc1	-4	i	-10	1	6	0.1	-24	5	2.6	-3
31	Cc1[nH]c(=O)[nH]c(=O)c1/C=N/NC(=O)[C@@H](NC(=O)OC(C)(C)C)C(C)C	1	i	-9	4	2	-3.2	15	-3	-1.0	-8
32	Nc1ncnc2c1ncn2[C@@H]1O[C@H](CNC(=O)[C@@H]2C[C@H](F)CN2)[C@@H](O)[C@H]1O	1	i	-13	8	4	0.1	-1	21	-2.0	-4
33	COc1ccc(CCC(C)N2CCc3ccccc3C2)cc1 (centres undefined)	5	i	2	4	-5	-0.8	1	1	-1.4	-1
34	CCCc1c(-c2cccc(Cl)c2)ncn1CCc1ccccc1OC	.	i	0	5	4	-0.1	.	-1	4.5	.
35	COC(=O)c1c(NC(=O)C(Cl)Cl)sc2c1C(C(=O)OC)CC2 (centres undefined)	1	i	9	2	-7	-0.5	20	-2	-0.5	3
36	N#CCSc1nnc(-c2sc3ccccc3c2Cl)o1	8	i	-12	-12	-8	-0.6	-8	-1	0.1	1
37	COc1ccc(CCNCC(=O)Nc2ccc(OC(F)(F)F)cc2)cc1OC	0	i	0	4	-6	0.5	4	-11	-3.5	0
38	CCOc1ccc(C2=NNC(c3cccs3)=Nc3ccc(OC)cc32)cc1OCC	-11	i	-10	1	15	-0.6	5	19	0.5	2
39	Cc1ccc(-c2ccnc3[nH]n(-c4ccccc4)c(=O)c23)cc1	-4	i	1	-15	-3	-0.6	-5	5	-1.2	0
40	CCC(C)N(C(=O)CSc1nnc2ccccn12)C1CCS(=O)(=O)C1 (centres undefined)	-1	i	5	3	-1	0.1	-7	21	-1.0	1
41	Cc1cc(N2CCOCC2)n2nc(-c3cccc(F)c3)cc2n1	-1	i	2	6	-7	-0.7	0	0	0.1	-2
42	CC1(C)CC(=O)C=C(Nc2ccc(Br)cn2)C1	5	i	8	-4	1	0.2	-3	3	-1.1	1
43	Nc1ccc(S(=O)(=O)NC2=NCCCCC2)cc1N	1	i	-3	-8	-1	0.2	0	-14	-0.6	-2
44	C/C(=N\NC(=S)NCc1ccccc1)c1ccc2c(c1)OCCO2	-1	i	19	-1	0	0.2	-6	8	3.2	0
45	COc1ccc(/C=C/c2cc[n+](C(=O)Cc3ccccc3)cc2)cc1	-4	i	2	-27	-3	-0.5	5	-5	5.9	1
46	Cc1c(/C=N/N=C2\CCC3C4CCc5cc(O)ccc5C4CCC23C)cnn1C (centres undefined)	-6	i	5	-2	4	-0.6	-3	14	-0.9	1
47	COc1ccc(O)c(C(=O)c2cc(C#N)c(=O)n(CCN3CCOCC3)c2)c1	6	i	-8	-8	-5	-0.1	-10	9	0.3	-4
48	Cc1ccccc1N1CC(C(=O)Nc2ccc(S(=O)(=O)N3CCCCC3)cc2)CC1=O (centres undefined)	-3	i	-3	8	-3	-0.5	-10	-1	-1.4	-2
49	COc1ccc(-c2nnc(SCC(=O)c3cccs3)n2-c2ccc(Cl)cc2)cc1	0	i	-2	-6	12	-0.4	-2	-5	3.5	2
50	CCc1nnc(NC(=O)c2ccc3nc(CC)c(CC)nc3c2)s1	1	i	3	-5	5	-0.6	-4	-8	-1.1	-1
51	COc1ccc(C2(CNC(C)=O)CCCC2)cc1OC	7	i	5	-3	9	-0.4	15	5	0.3	-4
52	COC(=O)c1c(C)[nH]c(C(=O)/C=C/c2cccc(Cl)c2)c1C	11	i	12	0	-9	-0.3	-11	5	-1.0	1
53	CC(C)C[C@H]1CN=C(Nc2ccccc2)N1CC1CCC1	3	i	-8	2	4	0.1	-3	6	-0.6	0
54	O=C(COC(=O)/C=C/c1ccc(Cl)cc1Cl)NCC1CCCO1 (centres undefined)	2	i	-4	-21	-1	0.1	-6	-19	-0.8	-2
55	CCC1(CC)NC(=O)N(CC(=O)N2CCc3ccccc32)C1=O	0	i	-6	-4	1	-0.4	8	5	-0.3	-2
56	O=C(Cn1nc(Cc2cccnc2)c2ccccc2c1=O)NCc1ccc2c(c1)OCO2	2	i	6	7	-3	0.5	-6	10	-0.2	6
57	O=C(c1ccc([N+](=O)[O-])o1)N1CCc2ccccc2C1	-2	i	6	-38	-6	-0.8	-9	-7	-0.6	2
58	CC(C)c1nc2sc3c(c2c(=O)o1)CCCC3	0	i	7	-1	-7	-0.9	-15	-3	-0.3	-3
